# SKN-1 inh = inhibitors of C. elegans SKN-1; inhibition, % at 21.8 µM; C. elegans VP596 Pgst-4::GFP/RFP ratio, acrylamide-induced, 24 h; 360,000 compounds, 0.49% hits; AID 624304;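 active = interference check ratio from 0.5 to 1.5 plus GFP to RFP signal ratio inhibition reaching or exceeding a fixed threshold, cut at about 30% in these data, passing the limit was not always enough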; also: some compounds called inactive have numbers as strong as hits
# NRP1-CendR mod = NRP-1/CendR interaction modulation. AID 602438. inhibition, % at 25 µM. FAM-RPARPAR peptide binding to NRP-1, fluorescence polarization. 360,000 compounds, 0.85% hits. O14786;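 active = inhibition or corrected inhibition above about 18%, plus a signal ratio from 0.5 to 1.5, limit read from the data, passing the limit was not always enough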; also: strong numbers were not always called active
# bovine MsrA act = activators of bovine methionine sulfoxide reductase A. purified bovine MsrA, absorbance read-out. activation, % at 10.6 µM. 360,000 compounds, 0.3% hits; in the data active = activation above about 7.5%;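 also: 0% = vehicle and 100% = reference activator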
# E coli Lon inh = inhibitors of E. coli Lon protease; P0A9M0; purified E. coli Lon protease, fluorescence polarization; inhibition, % at 7.94 µM; 360,000 compounds, 0.42% hits; AID 602123; in the data active = inhibition above about 13%, passing the limit was not always enough;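 also: 0% = enzyme with probe and DMSO and 100% = no enzyme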
# Target sequence (P0A9M0 whole entry, looked up): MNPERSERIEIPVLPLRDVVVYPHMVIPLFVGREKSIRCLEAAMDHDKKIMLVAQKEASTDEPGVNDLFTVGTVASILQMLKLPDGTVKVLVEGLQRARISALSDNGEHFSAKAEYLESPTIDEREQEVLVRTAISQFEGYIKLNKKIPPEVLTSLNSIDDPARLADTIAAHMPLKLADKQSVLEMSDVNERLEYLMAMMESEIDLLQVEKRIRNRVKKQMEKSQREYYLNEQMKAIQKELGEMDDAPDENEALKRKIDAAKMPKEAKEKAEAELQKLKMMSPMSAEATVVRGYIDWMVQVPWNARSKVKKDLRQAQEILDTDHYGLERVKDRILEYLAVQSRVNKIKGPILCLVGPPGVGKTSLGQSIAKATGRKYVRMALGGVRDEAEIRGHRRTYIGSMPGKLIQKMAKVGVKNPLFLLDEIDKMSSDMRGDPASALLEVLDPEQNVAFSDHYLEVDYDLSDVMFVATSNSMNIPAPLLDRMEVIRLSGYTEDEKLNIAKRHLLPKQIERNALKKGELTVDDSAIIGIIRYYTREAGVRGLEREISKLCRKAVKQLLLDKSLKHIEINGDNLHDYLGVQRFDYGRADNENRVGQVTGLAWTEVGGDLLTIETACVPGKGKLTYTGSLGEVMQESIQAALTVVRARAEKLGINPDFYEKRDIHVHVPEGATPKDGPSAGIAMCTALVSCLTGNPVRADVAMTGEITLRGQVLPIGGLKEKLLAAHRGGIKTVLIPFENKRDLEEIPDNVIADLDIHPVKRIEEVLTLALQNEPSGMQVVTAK
# Neddylation inh = blocks human cullin neddylation; P61081+Q13564; TR-FRET cullin neddylation, biochemical; calls only at 25 µM; 360,000 compounds, 0.58% hits; in the data active = inhibition above about 36%
# MT1-MMP act inh = blocks activation of human MT1-MMP; AID 651647; P50281; HT1080 RFP-PRO-GFP cells, GFP/RFP ratio fluorescence, overnight; percent of plate control window, DMSO zero; GFP/RFP ratio change, % at 20 µM; 360,000 compounds, 0.061% hits;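 active = GFP/RFP ratio change of at least 30% with cell ATP level not reduced by more than half and red fluorescence within 50% of control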; also: strong numbers were not always called active
#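 Assay system – RFP-PRO-GFP reporter HT1080 cells · Compound dosing – single dose of 20 µM compound, 1% DMSO final · Incubation – overnight compound exposure at 37 °C · Measure – GFP/RFP fluorescence ratio · Benchmarks – DMSO wells and RFP-L50D-GFP cells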
# Rin1 Abl inh = blocks binding of human Rin1 to Abl | inhibition, % at 7.35 µM | 360,000 compounds, 0.4% hits | P00519+Q13671 | TR-FRET Rin1/Abl binding, biochemical; in the data active = inhibition above about 5%, passing the limit was not always enough
# PABP1 MLLE inh = blocks PAM2 peptide binding to the PABP1 MLLE domain | P11940 | GST-MLLE / FITC-PAM2 fluorescence polarization | inhibition, % at 20 µM | 360,000 compounds, 0.36% hits; in the data active = inhibition above about 35%, passing the limit was not always enough;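 also: plate controls were DMSO wells with GST-MLLE for no effect and wells lacking GST-MLLE protein for full effect; some results filed as inactive read as strong as hits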
# FAS TE block = FAS thioesterase (human) inhibition. P49327. recombinant FAS-TE, OMFH fluorogenic substrate, fluorescence endpoint. inhibition, % at 15 µM. 360,000 compounds, 0.67% hits. AID 602261;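 active = compounds whose normalised, plate-corrected inhibition of enzyme fluorescence in the single-dose primary screen is 50% or more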;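 also: 0% = DMSO with enzyme and 100% = substrate without enzyme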
# Active calls of the source: *; i = inactive; nt = not tested or not shown.
SMILES	E coli Lon inh	NRP1-CendR mod	Rin1 Abl inh	Neddylation inh	FAS TE block	bovine MsrA act	PABP1 MLLE inh	MT1-MMP act inh	SKN-1 inh
Cc1ccc(O)c(NC(=O)c2cccc(NC(=O)c3ccco3)c2)c1	-1	9	-3	i	-4	0	-1	3	-13
O=[N+]([O-])c1ccc(/C=N/Nc2nc(N3CCOCC3)nc(N3CCOCC3)n2)cc1	-5	8	-4	i	50*	-4	0	2	-15
CC(=O)c1ccc(NC(=O)C2CC(c3ccc(F)cc3)=NO2)cc1 (centres undefined)	5	9	-1	i	-4	-1	4	2	-12
Cc1nn(-c2cc(N3CCCCCC3)ccc2[N+](=O)[O-])c(=O)c2ccccc12	-8	-5	-3	i	34	-5	9	6	13
COc1ccc(N2C(=O)CSC2c2ccccc2F)c(OC)c1 (centres undefined)	20	-6	3	i	-3	0	4	-3	12
COC(=O)c1ccc(N(C(=O)CNC(=O)c2ccco2)C(C(=O)NC2CCCC2)c2ccco2)cc1 (centres undefined)	-1	3	1	i	12	-2	-6	4	-2
CC1CCN(C(=O)c2cccc(S(=O)(=O)N3CCCCC3)c2)CC1	-1	-2	1	i	-4	2	3	5	15
O=C(O)c1ccc(-c2noc(-c3cccc(Cl)c3)n2)cc1	1	12	2	i	-12	-8	-1	2	3
O=C(OCC1OC(n2ccc(=O)[nH]c2=O)C2OC12)c1ccccc1 (centres undefined)	5	5	0	i	-7	-2	-9	2	-2
Fc1ccc(OCCn2cnc(Cl)c2Cl)cc1	-7	-8	0	i	3	-2	-4	1	15
CC(C)[C@@H]1CC2=C(C(=O)OC(C)(C)O2)[C@H](CCc2ccccc2)O1	1	-2	nt	i	19	-1	nt	2	9
O=C(Nc1ccc(S(=O)(=O)N2CCOCC2)cc1)c1ccccc1	3	5	-1	i	-1	-1	0	-1	8
COC(=O)[C@@]12C[C@@H](CC(=O)N3CCSCC3)C(=O)N(Cc3ccco3)C1=CCC(C)(C)C2	nt	-15	nt	i	nt	nt	nt	3	-5
CC(C)CC(=O)Nc1ccc(N2CCN(C(=O)c3cccs3)CC2)cc1	6	1	-2	i	-4	0	-3	-1	4
COc1cccc(CN(C)CC(=O)NC(=O)NCc2ccccc2)c1	-6	0	-1	i	-10	-12	-2	-9	-12
CCc1ccc(-c2nc(CS(=O)CC(=O)O)c(C)o2)cc1 (centres undefined)	1	7	-1	i	-3	-2	8	-1	6
CC(Oc1cccc(Cl)c1)C(=O)Nc1ccc([N+](=O)[O-])cn1 (centres undefined)	6	1	0	i	20	-5	3	2	0
CCCC(NC(=O)CCc1c(C)c2cc3c(-c4ccccc4)coc3cc2oc1=O)C(=O)O (centres undefined)	-2	-11	-2	i	2	0	-8	3	12
C(=C\c1ccccc1)/CN1CCN(C(c2cc3ccccc3o2)c2nnnn2-c2ccc3c(c2)OCCO3)CC1 (centres undefined)	-18	-1	0	i	36	-4	2	-4	0
COc1ccc(CNC2C[C@H]3CCCC(=O)N4CC[C@@H](C2)[C@@H]34)cc1 (some centres undefined)	-5	-10	2	i	-1	-12	3	0	23
CC(C)c1ccc(NC(=O)[C@@H](NC(=O)N2CC(=O)Nc3ccccc32)C(C)C)cc1	7	-5	3	i	-1	-1	-10	-1	-8
C=CCNC(=O)c1onc(CSc2ccccc2)c1C(=O)O	2	-12	1	i	-9	-1	4	-4	4
COc1ccc(Cl)cc1CN1CCOCC1	4	5	0	i	-2	-8	-2	2	2
COc1ccc(/C(N)=N/OC(=O)c2ccc(Br)o2)cc1	-6	1	6	i	2	-6	3	-1	8
CC(C)Oc1ccc(C(=O)NC2=NCCS2)cc1	-3	-9	-3	i	-2	-3	40*	5	-3
Cc1cccc(COC[C@H](Cc2ccccc2)N2CCN(C(=O)c3ccc(Cl)c(Cl)c3)CCC2=O)c1	1	7	nt	i	32	-9	nt	-3	10
CN(C)c1ncnc2c1ncn2[C@H]1CN(Cc2ccc(-c3ccccc3)cc2)C[C@@H](CO)O1	-4	-6	20*	i	1	-2	-5	-2	4
CC(=O)NC[C@H]1O[C@@H](n2ccc(N)nc2=O)[C@H](O)[C@@H]1O	3	-8	-2	i	-5	1	-1	4	-12
O=C(NCc1ccccc1)Nc1cccc2ccccc12	7	2	-2	i	-1	5	4	-1	-12
COC(=O)C1CCN(C(=O)C2CCN(C(=O)[C@H](C)NS(=O)(=O)c3ccc(C)cc3)CC2)CC1	-8	15	1	i	-5	-4	3	3	11
COc1ccc(/C=C2\C(=O)ON=C2c2ccccc2)cc1OC	-14	-4	-1	i	-3	-3	28	0	4
CC(C)CN(C(=O)COC(=O)c1ccccc1SCC(=O)NC1CCCCCC1)C1CCS(=O)(=O)C1 (centres undefined)	14	-4	-1	i	-10	-1	16	-3	14
C=CCc1cccc2cc(C(=O)N(CC)CC)c(=O)oc12	-1	-6	-1	i	-4	1	-8	-2	-2
Cc1cc(C(=O)OCC(=O)NC(=O)c2cccn2C)c2ccccc2n1	-3	-14	-2	i	-5	-1	-19	-2	0
Cc1ccc(C)c(NC(=O)CN2C(=O)CNC2=O)c1	-6	-9	-2	i	-7	0	-36	-2	2
Cc1ccc(S(=O)(=O)NC2CCCCC2)c(C)c1NS(C)(=O)=O	-10	9	0	i	-7	-7	5	0	-5
CN(CC(=O)Nc1ccc(F)cc1)C(=O)COC(=O)Cc1cccs1	-5	-3	-2	i	-6	-1	1	1	8
Cc1ccc(NC(=O)CCl)c(C)c1	1	12	1	i	-2	-1	5	-1	-5
COc1ccc([C@H]2N[C@]3(CCCN(CC4CCCCC4)C3=O)[C@H]3C(=O)N(Cc4ccccc4)C(=O)[C@@H]23)cc1	2	0	2	i	17	-2	8	1	-12
CC1CCN(S(=O)(=O)c2ccc(N/N=C(/C#N)C(N)=O)cc2)CC1	-7	4	0	i	3	-5	8	5	-1
Cc1ccc(C)c(S(=O)(=O)N2CCN(CC(=O)Nc3ccc4c(c3)CCC4)CC2)c1	3	0	-2	i	19	-1	10	-3	12
CC(=O)N1CCN(C(=O)COC(=O)CNC(=O)c2ccccc2C)CC1	7	5	-1	i	-5	-1	8	-4	13
O=C1C2CSCN2C(=O)CN1CCCN1CCN(C(c2ccccc2)c2ccccc2)CC1 (centres undefined)	0	2	5	i	-10	-1	-10	-1	8
COc1cc(C(=O)/C=C/c2cccnc2)c([N+](=O)[O-])cc1OC	-1	-4	1	i	-6	-1	7	10	-5
CC(C)CN(CCCNC(=O)CN1C(=O)COc2ccc(S(=O)(=O)N3CCOCC3)cc21)CC(C)C	-1	5	-2	i	-13	-2	8	-4	7
O=C(COC(=O)Cc1cccs1)Nc1ccccc1Cl	7	-2	-2	i	-2	-2	-10	1	7
Oc1ccc2[nH]ccc2c1	-4	-8	-1	i	-9	1	5	14	-11
O=C(Cc1ccccc1)Nc1cccnc1	2	3	1	i	-9	-11	-5	4	-18
CCOc1cc(/C=C2\C(=O)N(Cc3ccc(C)cc3)C(C)=C2C(=O)OC)ccc1O	-7	-6	1	i	1	0	-2	1	19
O=C(O)/C=C/c1ccccc1[N+](=O)[O-]	-3	-4	-3	i	-4	-3	22	-2	-15
O=c1c(=O)n2c(nn1Cc1ccc(F)cc1)sc1ccccc12	11	0	0	i	-1	3	2	0	0
Nn1c(Cc2ccccc2)nc2sc3c(c2c1=O)CCC3	1	3	0	i	-5	6	5	2	2
O=C(CSC(=S)N1CCOCC1)Nc1ncc2c(n1)CCCC2=O	0	7	0	i	-1	-2	-6	1	10
CC1CCN(c2ccccc2NC(=O)c2ccc(F)cc2)CC1	-3	-9	-1	i	26	-4	14	-10	2
Clc1ccc(SCCn2cncn2)cc1	11	-11	-2	i	-3	-2	-10	2	-8
O=c1c(/C=C(\O)c2ccccc2)nc2ccccc2n1-c1ccccc1	i	-41	2	i	-38	-4	-63	-24	-2
CC1(C(=O)Nc2nc3ccccc3s2)CC1(Br)Br (centres undefined)	6	-2	-1	i	13	-8	8	-4	9
Cc1cc(C(=O)N2CCCC(N3CCN(c4cccc(Cl)c4)CC3)C2)no1 (centres undefined)	-2	14	-1	i	2	-1	-1	0	5
CC(c1ccon1)N(C)C(=O)c1ccc(OC2CCN(C(=O)C3CC3)CC2)cc1 (centres undefined)	-1	0	0	i	-11	-10	-6	-2	-2
C#CCn1c(=NC(=O)CN2C(=O)CCC2=O)sc2cccc(C)c21	-2	-11	0	i	-1	-5	-14	-4	7

# The listing continues:
SMILES	E coli Lon inh	NRP1-CendR mod	Rin1 Abl inh	Neddylation inh	FAS TE block	bovine MsrA act	PABP1 MLLE inh	MT1-MMP act inh	SKN-1 inh
COc1cccc(CN2CCNC(=O)C2CC(=O)NCCN2CCCCC2=O)c1 (centres undefined)	3	12	1	i	-4	-8	9	-5	-6
CN(CC(=O)Nc1ccccc1Cl)C(=O)CCc1nc2ccccc2c(=O)[nH]1	-14	-8	0	i	-6	-13	-10	-1	-1
Cc1ccc(/S(C)=N/S(=O)(=O)c2ccc(C)cc2)cc1 (centres undefined)	1	-1	-1	i	-9	-6	4	-2	-9
COC(=O)/C=C/c1ccc(-n2ccnc2)cc1	-2	-4	-5	i	-13	-1	2	0	-5
O=C(CSc1nnc(-c2ccc(O)cc2)n1Cc1ccco1)c1cccs1	8	-9	-3	i	-2	-1	-57	-4	1
CC(N)C12CC3CC(CC(O)(C3)C1)C2 (centres undefined)	6	-6	4	i	-7	-6	-14	4	4
CSc1ncnc2c1ccn2CC(=O)Nc1ccc(C)c(C)c1	-4	14	3	i	-14	-8	3	6	1
COc1cccc(C(=O)N(c2ccccc2)C2C=CS(=O)(=O)C2)c1 (centres undefined)	-2	12	3	i	-9	-12	3	-1	7
COc1cc2c(cc1OC)C(C)N(C(=O)CCNC(=O)c1ccccc1)CC2 (centres undefined)	10	-1	1	i	-3	-5	-6	-5	-8
CCNC(=S)N1CCN(S(=O)(=O)c2cccc(C(F)(F)F)c2)CC1	-18	2	-1	i	1	-5	-138	3	-5
CCNc1nc(NCC)n2c(SCC(=O)Nc3cccc(Cl)c3)nnc2n1	-2	3	0	i	4	-11	-2	5	-19
CC(C)c1ccc(OCC(=O)NC2CC(C)(C)NC(C)(C)C2)c(Br)c1	1	18	0	i	-9	0	0	1	-2
O=C(Cn1c2ccccc2c2nc3n(c(=O)c21)CCS3)N1CCCC1	-4	-7	-2	i	-5	-2	2	-5	-2
COc1ccc(OC)c(C(=O)c2oc3ccccc3c2NC(C)=O)c1	7	8	4	i	-5	-17	-4	-5	-9
CC(=O)C[C@@H]1SC[C@H](c2ccccc2)N1S(=O)(=O)c1ccc(C)cc1	nt	-11	nt	i	nt	nt	nt	4	19
Cc1sc2nc(CN3CCOCC3)nc(Oc3ccc(NC(=O)c4ccco4)cc3)c2c1C	2	-1	-6	i	1	-3	-7	2	16

# In the list so far, these have an NH in an aromatic ring:
SMILES	E coli Lon inh	NRP1-CendR mod	Rin1 Abl inh	Neddylation inh	FAS TE block	bovine MsrA act	PABP1 MLLE inh	MT1-MMP act inh	SKN-1 inh
O=C(OCC1OC(n2ccc(=O)[nH]c2=O)C2OC12)c1ccccc1 (centres undefined)	5	5	0	i	-7	-2	-9	2	-2
Oc1ccc2[nH]ccc2c1	-4	-8	-1	i	-9	1	5	14	-11
CN(CC(=O)Nc1ccccc1Cl)C(=O)CCc1nc2ccccc2c(=O)[nH]1	-14	-8	0	i	-6	-13	-10	-1	-1

# Source: PubChem
